Assay outcomes as filed in PubChem BioAssay.
USP2a block = USP2a (human) protease inhibition; O75604; USP2 core, Ub-CHOP2 coupled fluorogenic reporter, 485/531; Potency, µM (highest dose often 38.3 µM), for inactives: at the highest dose activity change, negative = inhibition, most hits filed as inhibitors; 330,000 compounds, 0.01% hits; AID 463254;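 further: potency means the concentration at half of the fitted maximal effect; plate controls were DMSO wells for no effect and full inhibition by NEM control for full effect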
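USP2 core (10nM final) preincubated 30min RT with compound in 20mM Tris-HCl pH 8.0, 2mM CaCl2, 2mM beta-mercaptoethanol, 0.05% CHAPS; 25nM Ub-CHOP2 plus 25nM reporter substrate added, fluorescence (Ex485/Em531) read after 60min.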
Menin-MLL TR inh = menin-MLL binding inhibition, Texas Red mutant peptide. Potency, µM (series often up to 61.6 µM), for the others: at the top dose FP activity change, negative = inhibition, actives largely listed as inhibitors. O00255. 270,000 compounds, 0.23% hits. AID 1768. Menin + Texas Red MLL mutant peptide, fluorescence polarization; active means well fitted inhibition curve with a large enough effect in the polarisation, with a control signal flat, not every such curve was filed as active; inconclusive means small, poorly fitted or top-dose-only effect, or effect the other way, or a change in a side signal; inactive means no such curve, though single readings can be large or run the other way; the % refers to the polarisation; further: potency means the concentration at half of the fitted maximal effect; % of control where 0% means no effect; many of its hits are not listed in these tables
hERG WT inh = KCNH2 (human, wildtype) channel inhibition; activity change, % at 1.84 µM; U2OS, BacMam KCNH2, thallium flux FluxOr; active compounds read low; 340,000 compounds, 0.37% hits;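 active means maximum activity change below -70%; inconclusive means maximum activity change between -70% and -50%; inactive means maximum activity change above -50%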; further: on the % scale 0 is the no-effect control and ±100 the full control effect
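U2OS cells transduced with wild-type KCNH2 virus are loaded with FluxOr dye for 45 min, and thallium flux is measured in kinetic reads before and after stimulation buffer. Rate constants are normalized to DMSO controls.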
PKM2 activator = PKM2 (human) enzyme activation. P14618. purified PKM2, Kinase-Glo ATP luminescence, activation; response scale: 0% is enzyme alone, no compound. Potency, µM (top dose mostly 57.5 µM), inactives show top-dose activation, hits mostly activators. 260,000 compounds, 0.34% hits. AID 1631; further: potency means the concentration at half of the fitted maximal effect; on the % scale 0 is the no-effect control and ±100 the full control effect; nearly all actives have a fitted effect of over 55% in size
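Purified hPK-M2 (>95%) run at intermediate activity with 0.1 mM ADP and 0.5 mM PEP in 50 mM imidazole pH 7.2, KCl, MgCl2; 1 h room temperature. ATP formed read by Kinase-Glo luminescence; normalized to uninhibited and no-enzyme controls.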
TSHR antag = blocks TSH signaling through the human TSH receptor; activity change, negative = inhibition, % at 11.5 µM; TSHR-expressing cells, TSH-stimulated cAMP HTRF, 2 h; active compounds read low; 330,000 compounds, 0.2% hits; AID 504810;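 active means activity change below a set negative limit, meaning inhibition stronger than a set level, cut at about -70% in these data; inconclusive means activity change between two set negative limits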; further: on the % scale 0 is the no-effect control and ±100 the full control effect
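Cell-based HTRF cAMP assay; TSHR cells + compound, TSH EC80 (4nM final), 2 h, 37 deg C. Lysis with anti-cAMP cryptate and cAMP-d2, 30 min RT, read 665/620 nm.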
Eya2 inh = inhibitors of human Eya2 phosphatase activity; recombinant Eya2, OMFP fluorescence dephosphorylation (OMFP is methylfluorescein phosphate); Potency, µM (doses to about 76.9 µM), for inactives: at the highest dose activity, negative = inhibition, hits mostly inhibitors; 330,000 compounds, 0.006% hits; AID 488837; further: potency means the concentration at half of the fitted maximal effect; on the % scale 0 is the no-effect control and ±100 the full control effect
Target sequence (O00167 whole entry, looked up): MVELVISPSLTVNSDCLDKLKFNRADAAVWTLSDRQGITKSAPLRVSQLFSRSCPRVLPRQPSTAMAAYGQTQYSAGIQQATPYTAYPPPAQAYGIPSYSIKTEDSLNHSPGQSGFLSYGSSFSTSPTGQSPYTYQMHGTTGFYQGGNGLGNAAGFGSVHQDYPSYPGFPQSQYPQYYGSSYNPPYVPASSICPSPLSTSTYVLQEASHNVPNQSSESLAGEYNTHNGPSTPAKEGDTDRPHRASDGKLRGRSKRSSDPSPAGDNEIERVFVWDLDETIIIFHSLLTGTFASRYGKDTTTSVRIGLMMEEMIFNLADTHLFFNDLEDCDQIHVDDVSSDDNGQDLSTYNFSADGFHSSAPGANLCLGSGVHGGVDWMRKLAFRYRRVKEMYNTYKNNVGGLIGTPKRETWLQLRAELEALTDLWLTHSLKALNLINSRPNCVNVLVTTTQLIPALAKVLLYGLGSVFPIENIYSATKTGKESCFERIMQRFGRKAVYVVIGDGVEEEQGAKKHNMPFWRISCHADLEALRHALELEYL
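Eya2 protein (added as 0.2 uM solution) was preincubated with compound for 10 min at ambient temperature in 50 mM HEPES pH 7.5, 50 mM NaCl, 5 uM MgCl2, 0.05% BSA, 1 mM DTT. OMFP (added at 50 uM) then reacted 10 min; fluorescence read at 485/525 nm.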
MBNL1 CUG block = MBNL1-poly(CUG) RNA binding inhibition | Q9NR56 | TR-FRET MBNL1-His/biotin-(CUG)12 binding, 665/545 ratio | Potency, µM (series often up to 57.5 µM), inactives show top-dose activity change, negative = inhibition, usual class: inhibitors | 280,000 compounds, 0.036% hits | AID 2675; active means well fitted inhibition curve with a large enough effect in the signal ratio, with a control signal flat, not every such curve was filed as active; inconclusive means small, poorly fitted or top-dose-only effect, or effect the other way, or a change in a side signal; inactive means no such curve, though single readings can be large or run the other way; the % refers to the signal ratio; further: potency means the concentration at half of the fitted maximal effect; on the % scale 0 is the no-effect control and ±100 the full control effect
Target sequence (Q9NR56 whole entry, looked up): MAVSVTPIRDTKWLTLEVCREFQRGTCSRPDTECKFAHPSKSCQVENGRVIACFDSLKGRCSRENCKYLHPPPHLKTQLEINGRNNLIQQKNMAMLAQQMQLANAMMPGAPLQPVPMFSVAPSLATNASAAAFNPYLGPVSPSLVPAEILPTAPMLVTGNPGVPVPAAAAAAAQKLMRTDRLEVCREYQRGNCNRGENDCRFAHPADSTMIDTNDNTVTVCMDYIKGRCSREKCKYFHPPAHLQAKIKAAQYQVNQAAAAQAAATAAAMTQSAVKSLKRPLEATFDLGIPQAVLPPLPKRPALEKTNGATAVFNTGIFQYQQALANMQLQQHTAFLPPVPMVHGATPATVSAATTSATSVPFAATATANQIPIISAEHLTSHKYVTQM
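Inhibition of protein-RNA binding appears as loss of TR-FRET between terbium anti-His antibody on MBNL1-His and streptavidin-XL665 on biotin-(CUG)12. Activity is normalized to buffer-only and uninhibited-complex controls.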
Mito fusion yeast = mitochondrial division inhibition or fusion activation; S. cerevisiae fusion-defective mutant growth rescue, CellTiterGlo 48 h; Potency, µM (top dose mostly 46.1 µM), without a hit: at the top dose growth rescue (activation), hits mostly activators; 320,000 compounds, 0.23% hits; AID 485298;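 further: potency means the concentration at half of the fitted maximal effect; % of control where 0% means no effect; nearly all actives have a fitted effect of over 45% in size; temperature-sensitive fusion mutants such as fzo1-1 at 37 °C on non-fermentable ethanol glycerol medium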
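Temperature-sensitive fusion-defective S. cerevisiae (e.g. fzo1-1, mgm1-5) were grown with compound in YPEG medium (3% ethanol, 3% glycerol) for 48 hours at 37C. Growth rescue was measured as viability by CellTiterGlo luminescence after 10 minutes at ambient.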
GALK inhibitor = blocks human galactokinase activity. P51570. Purified GALK, Kinase-Glo residual ATP luminescence. Potency, µM (highest dose often 57.5 µM), inactives show at the highest dose activity change, negative = inhibition, most hits filed as inhibitors. 270,000 compounds, 0.007% hits; further: potency means the concentration at half of the fitted maximal effect; on the % scale 0 is the no-effect control and ±100 the full control effect
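Galactose (100 uM) and ATP (35 uM) were turned over by 5 nM GALK for 1 h at RT. Kinase-Glo Plus then converted the remaining ATP into a luminescent signal.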
S-ASM inh = blocks human secretory acid sphingomyelinase. placental ASM, HMU-PC fluorogenic substrate, 60 min. Potency, µM (doses to about 57.5 µM), without a hit: top-dose activity change, negative = inhibition, most hits filed as inhibitors. 340,000 compounds, 0.006% hits; further: potency means the concentration at half of the fitted maximal effect
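Fluorogenic HMU-PC substrate (9 uM final) is turned over by placental ASM in 60 min at 37 C after a 10 min compound preincubation. Reaction ended by alkaline stop (pH 10), with fluorescence read at 386/447 nm.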
Chronic BCR inh = inhibitors of chronic active B-cell receptor signaling | ABC-DLBCL IkBa-CBG/CBR reporter, luminescence ratio, 4 h | Potency, µM (titrated, usually from 46.1 µM), without a hit: at the highest dose ratio change, negative = lower green/red ratio, actives largely listed as inhibitors | 340,000 compounds, 0.05% hits | AID 493014; active means well fitted inhibition curve with a large enough effect in the signal ratio, with a control signal flat, not every such curve was filed as active; inconclusive means small, poorly fitted or top-dose-only effect, or effect the other way, or a change in a side signal; the % refers to the signal ratio;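 further: potency means the concentration at half of the fitted maximal effect; plate controls were basal doxycycline-induced cells for no effect and cells given 10 µM MG132 for full effect; MG132 reads +100%, hits lower the ratio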
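Doxycycline induced both beetle luciferases in TMD8 lymphoma cells; IKK-driven degradation limits the IkappaBalpha-fused green signal, while red luminescence normalises for cell number and nonspecific effects. Compounds tested up to 46 uM, 4 hrs.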
Active calls of the source: *; ? = inconclusive; . = not tested or not shown; [ ] = another dose, or the depositor's remark. Unless noted, the call rests on the fitted dose curve; in most records, active means well fitted curve in the direction sought with a large enough effect; inconclusive means small, poorly fitted or top-dose-only effect, or another doubt; inactive means no such curve, though single readings can be large; an effect the other way counts as inactive or inconclusive. Not all compounds are listed, so the mix of outcomes need not match the whole.

SMILES	USP2a block	Menin-MLL TR inh	hERG WT inh	PKM2 activator	TSHR antag	Eya2 inh	MBNL1 CUG block	Mito fusion yeast	GALK inhibitor	S-ASM inh	Chronic BCR inh
CCCCn1c(N)c(N(CCC(C)C)C(=O)C2CC(=O)N(CCc3ccc(OC)c(OC)c3)C2)c(=O)[nH]c1=O (stereo unspecified)	1.6%	.	-4.9	.	1.3	-0.5%	.	-12.7%	.	8.8%	5.4%
CC(C(=O)N(C)Cc1ccccc1)N1CCN(C/C=C/c2ccccc2)CC1 (stereo unspecified)	-2.6%	.	14.6	-34.7%	-5.0	9.6%	-20.3%	-1.2%	.	2.1%	1.6%
N/C(=N\OC(=O)CCCc1ccccc1)c1ccc(Br)cc1	-1.3%	.	8.4	-0.9%	6.9	-11.7%	-3.3%	-2.2%	-5.0%	0.1%	3.3%
COc1ccc(C)cc1NC(=O)c1sc2ncnc(N3CCN(c4ccccn4)CC3)c2c1C	1.8%	-8.6%	-5.0	1.4%	-9.6	3.1%	3.4%	3.1%	16.6%	431.3%	-2.7%
COc1ccc(/C(C)=N/N2CCCCC2)c(O)c1	-0.9%	2.6%	-9.0	.	10.2	4.5%	-7.1%	0.7%	-0.5%	-0.6%	?
O=C(Cc1noc2ccccc12)NNC(=S)Nc1ccc(Cl)cc1	-1.4%	30.7%[activator]	-11.7	-1.7%	4.5	4.4%	.	5.9%	0.0%	0.9%	7.8%
COc1ccc(C)cc1NS(=O)(=O)c1ccc(Cl)nc1	-0.9%	.	-3.1	.	-2.2	25.6%	.	-3.1%	.	0.9%	0.7%
Cc1cccc(N(CC(=O)NCCSCc2ccco2)S(=O)(=O)c2ccccc2)c1	-6.4%	3.4%	4.4	3.3%	17.7	-3.8%	0.6%	0.0%	0.1%	-0.7%	9.3%
COCC(=O)Nc1ccc(N(C)C)cc1	0.9%	-24.3%	4.8	1.1%	-7.6	4.0%	1.3%	-7.3%	-0.8%	5.2%	?
CC1CN(S(=O)(=O)c2ccc(NC(=O)CCCN3C(=O)c4ccccc4C3=O)cc2)CC(C)O1 (stereo unspecified)	1.5%	24.6%	-0.1	4.7%	-2.4	-24.8%	5.4%	0.7%	-2.1%	-0.5%	4.1%
C/C(CCC1CC(C)OC1=O)=N\NC(N)=O (stereo unspecified)	1.4%	.	3.6	-0.3%	-4.3	4.1%	-16.7%	2.1%	0.2%	7.0%	?
COc1ccc(CCNC(=O)CN(c2cc([N+](=O)[O-])ccc2OC)S(C)(=O)=O)cc1OC	3.8%	0.8%	4.9	-14.7%	13.4	19.3%	17.6%	-8.6%	-0.5%	-3.6%	-0.6%
O=C(O)c1cccc(Nc2ncnc3sccc23)c1	0.7%	-2.2%	-1.3	-6.0%	21.0	10.1%	-2.3%	?	8.2%	6.8%	?
CC(C)(C)c1ccc2c(c1)OC(C(=O)N/N=C\c1ccccn1)CO2 (stereo unspecified)	0.5%	-13.1%	0.9	0.3%	-9.5	-14.8%	-5.8%	15.8µM*	-1.6%	-0.7%	?
Cc1ccc(-c2cc(C(=O)Nc3c(C)n(C)n(-c4ccccc4)c3=O)c3ccccc3n2)cc1	-1.2%	.	-3.8	.	-7.1	-14.8%	.	.	.	-2.0%	5.0%
COc1ccccc1/C=C/C(=O)NCCc1ccccn1	0.1%	-2.4%	-0.6	-0.9%	11.7	-10.5%	?	21.3%	13.7%	2.7%	?
COc1ccccc1N(CC(=O)Nc1ccccc1C(=O)N1CCOCC1)S(C)(=O)=O	-0.5%	11.6%	-9.6	-5.1%	-6.4	-1.1%	-2.2%	3.7%	5.1%	-0.3%	-6.5%
COc1cccc(CNC(=O)c2nnn(CC(=O)Nc3c(C)cccc3C)c2N)c1	5.6%	-16.2%	-14.1	.	-1.5	-4.5%	-5.4%	3.0%	-1.9%	1.7%	1.9%
NS(=O)(=O)OCCCCCc1ccccc1	-0.4%	-16.3%	7.4	-0.9%	3.7	-6.3%	-9.7%	0.2%	.	0.4%	?
Cc1ccc2cn[nH]c2c1NC(=S)NC(=O)c1ccccc1	0.0%	.	4.1	1.5%	13.4	-6.9%	-5.4%	-5.1%	-2.5%	-3.4%	20.5%
O=[N+]([O-])c1c(C(Cl)Cl)nn(-c2ccc(Cl)cc2)c1N1CCCCC1	1.0%	0.3%	-8.1	2.3%	0.7	-2.7%	-14.3%	12.3%	.	-7.0%	5.8%
O=C(Nc1cccc(Br)c1)c1ccc(Cl)c(S(=O)(=O)N2CCOCC2)c1	-2.3%	?	8.4	2.6%	-48.5	0.7%	?	-1.1%	0.6%	-11.3%	?
COc1ccccc1C(=O)N1CCc2ccccc21	2.3%	-0.1%	-10.3	-3.3%	9.1	-3.4%	-4.7%	3.4%	6.5%	3.8%	-1.4%
O=C(CSc1cccc[n+]1[O-])c1cc(Cl)ccc1Cl	-0.6%	-18.7%	-1.2	5.6%	-1.0	-5.5%	-3.4%	-8.7%	-2.1%	-1.9%	?
O=C(Nc1ccc(Cl)cc1F)c1ccccc1Br	0.2%	-4.6%	-2.3	-15.7%	8.4	0.8%	-6.4%	14.7%	1.9%	-1.4%	-7.9%
Cc1cc(C)c(OCCN(C)C)c(Cl)c1	-2.4%	-18.8%	-24.7	-7.3%	1.1	-2.9%	-2.3%	11.3%	7.4%	4.6%	-1.8%
O=C(Nc1ccc(N2CCCC2)c(Cl)c1)c1cccs1	-3.7%	?	-7.3	-5.5%	-11.8	4.5%	11.3%	11.6%	-2.6%	0.0%	?
CC1CN(c2snnc2C=C2C(=O)OC(C)(C)OC2=O)CC(C)O1 (stereo unspecified)	2.3%	7.4%	-2.2	-1.0%	9.3	1.0%	.	1.6%	1.4%	3.1%	8.0%
O=C1/C(=C/c2cccnc2)SC(=S)N1N1CCOCC1	-0.2%	.	-5.1	6.5%	6.6	-28.3%	1.6%	6.6%	0.6%	-3.3%	4.2%
O=C(C1CCCN1C(=O)c1cccs1)N1CCN(S(=O)(=O)c2ccc(F)cc2)CC1 (stereo unspecified)	-1.3%	.	4.0	.	2.8	-4.2%	.	-2.2%	.	-2.6%	-1.0%
Cn1c(=O)c2c(nc3n2CC(CO)O3)n(C)c1=O (stereo unspecified)	4.7%	-8.2%	-1.2	9.2%[11.5 µM]	17.6	-5.9%	4.5%	2.4%	-4.9%	0.2%	-1.0%
CCOC(=O)C1=C(C)Nc2ccccc2N/C1=N\S(=O)(=O)c1cc(C(=O)O)ccc1Cl	-1.2%	.	-0.7	.	27.6	15.5%	.	0.7%	.	2.8%	7.0%
Cc1occc1-c1nnc(SCC(=O)N2c3ccccc3CCc3ccccc32)n1C	1.6%	-17.9%	3.2	1.3%	4.0	10.1%	-6.7%	0.5%	2.4%	0.9%	-0.1%
CC(NS(C)(=O)=O)C(c1cccs1)N1CCN(c2ccc(F)cc2)CC1 (stereo unspecified)	1.1%	6.6%	-1.3	-0.3%	-3.4	-11.9%	?	6.9%	-0.1%	2.5%	-0.4%
COc1ccc(S(=O)(=O)N(C)C)cc1NC(=O)COC(=O)c1nn(C)c(=O)c2ccccc12	-0.6%	-7.9%	-22.4	2.8%	4.9	1.2%	7.3%	-4.0%	8.5%	3.8%	-10.6%
O=C(c1n[nH]c2c1CCC2)N1CCCC(Nc2cccc(F)c2)C1 (stereo unspecified)	-6.7%	-17.7%	4.9	-0.5%	36.8	-22.8%	-6.3%	1.4%	-0.1%	2.0%	2.2%
CCCCC(=O)Nc1ccc(C(=O)NCCc2ccc(S(N)(=O)=O)cc2)cc1	2.3%	-20.5%	-1.0	-19.7%	-1.3	8.4%	-6.3%	-2.5%	11.2%	-0.5%	1.1%
O=S1(=O)C=C(SCc2ccc(Cl)c(Cl)c2)Nc2ccccc21	1.9%	?	-16.3	4.7%	0.4	?	-5.5%	4.5%	-2.8%	-10.2%	-21.1%
